Compound activity from PubChem.
BL2 CD40 inh – CD40 pathway inhibition in BL2 cells. BL2 NF-kB luciferase reporter, CD40L-induced, 4 h. inhibition, % at 10 µM. 83,000 tested, 0.94% active. AID 1053188;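 active = mean inhibition of at least 50% with a set share of replicates also reaching that level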;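 note: 0% = neutral control wells and 100% = IKK inhibitor VII at 50 µM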
Active calls of the source: *; [ ] = dose if it differs, or a comment.

canonical_smiles | BL2 CD40 inh
Cc1cc(-c2ccccc2)nc(N(C)C)c1S(C)(=O)=O | 0
O=C(O)c1ccccc1Sc1ncnc2sccc12 | 1
COc1ccc(NC(=O)O/N=C2/CCCc3ccc(OC)cc32)cc1 | -7
CC(C)(C)C(=O)NC(=O)Nc1ccccc1C(F)(F)F | 7
COc1ccc(OCC(=O)Nc2ccc(NC(=O)c3cccs3)cc2)cc1 | 1
Cc1ccc(C(=O)NCCCN2CCOCC2)o1 | -15
O=S(=O)(c1cccc(-c2csc(-c3cccnc3)n2)c1)N1CCCCC1 | 2
COc1ccc(-c2nn(C)c(=O)c3ccccc23)cc1CNC(=O)C1CCCCC1 | -10
Cc1ccc(NC(=O)Nc2ccnc(-c3cccnc3)n2)cc1 | 9
CCCCCCSc1cc(C)nc2ncnn12 | 6
COc1cccc(/C=C/C(=O)OCC(=O)Nc2nnc(-c3ccccc3)o2)c1OC | -10
CC1CC(C)CN(C(=O)c2ccc3ccccc3c2)C1 (stereo unspecified) | -12
COc1ccccc1OCc1ccc(C(=O)NCC2CCCO2)cc1 (stereo unspecified) | -12
COc1ccc2c3c([nH]c2c1)[C@@H](CO)N(C(=O)C1CCOCC1)CC31CCN(Cc2nccs2)CC1 | -15[25 µM]
CCCc1cc(=O)[nH]c(Nc2ccc(Cl)cc2)n1 | -14
O=C(N[C@H]1CC[C@@H](CCNS(=O)(=O)c2ccc(F)cc2)O[C@H]1CO)C1CCC1 | -6[25 µM]
COc1cc2c(cc1OC)-c1nncn1C(C)(C)C2 | -17
CCC(=O)c1ccc(O)c(OC)c1 | 2
CCN1CCN(C(=O)CN(C)S(=O)(=O)c2ccc(Cl)cc2)CC1 | 1
CCCCn1c(N)c(N(CCOC)C(=O)c2sc3cc(F)ccc3c2Cl)c(=O)[nH]c1=O | -6
O=C1C(=C(I)I)c2ccccc2-c2ccccc21 | 106*
COCC(=O)N1[C@H](CO)[C@H](c2ccccc2-c2cccc(F)c2)[C@@H]1C#N | -17[25 µM]
O=C1CCC2CN3CCc4c([nH]c5ccccc45)C3CC2C1 (stereo unspecified) | -4
COc1ccc(NC(=O)CSc2ncn[nH]2)c([N+](=O)[O-])c1 | -3
COc1ccccc1CN1C[C@@H]2C[C@@H](c3cccc(O)c3)N3CCC[C@@]23C1=O | 1
CC(=O)Nc1cc(NC(C)=O)cc(C(=O)NC(C)(C)C)c1 | 10
O=C(Nc1cccc(Cl)c1)N[C@@H]1CC[C@H](CCn2cc(Cc3ccccc3)nn2)O[C@@H]1CO | 7[25 µM]
C/C=C/c1ccc([C@@H]2[C@@H](CO)N(C(=O)CC)[C@H]2CNC(=O)c2ccncc2)cc1 | -1[25 µM]
COc1ccc(NS(=O)(=O)c2cc(NC(=O)CCNC(=O)c3ccco3)ccc2OC)cc1 | 9
Cc1ccc(S(=O)(=O)N(C)C[C@@H]2Oc3ccc(NC(=O)CCCN(C)C)cc3C(=O)N([C@H](C)CO)C[C@H]2C)cc1 | -4[25 µM]
Cn1c(CCN2CCCCC2)nc2cc(NC(=O)COc3ccccc3)ccc21 | 6
Cc1ccc(NC(=O)COC(=O)Cc2c[nH]c3ccccc23)cc1C | 0
COc1ccc(S(=O)(=O)N2CC(O)C[C@H]2C(=O)OCC(=O)N2CCCCCC2)cc1 (stereo partly specified) | 10
CNS(=O)(=O)c1cccc(C(=O)OCC(=O)Nc2ccc(N3CCCCC3)cc2)c1 | -24
O=C(CNS(=O)(=O)c1ccccc1)NCC(=O)OCc1ccccc1F | 1
COc1cccc(S(=O)(=O)N[C@H]2CC[C@H](CC(=O)NC3Cc4ccccc4C3)O[C@@H]2CO)c1 | 3[25 µM]
O=C(c1cccs1)c1cn(CC(=O)N2CCc3ccccc3C2)c2ccccc12 | 6
COCC(=O)N1C[C@@H](C)[C@H](OC)CN(C)C(=O)c2ccc(NC(=O)Nc3cccc(F)c3)cc2OC[C@@H]1C | 0[25 µM]
Cc1cccc(C(=O)OCC(=O)Nc2nnc(-c3ccccc3)o2)c1O | 1
O=C(Nc1ccc(F)cc1)C(c1ccccc1)N1CCN(C(=O)c2ccco2)CC1 (stereo unspecified) | -21
O=C(COC(=O)Cc1ccccc1[N+](=O)[O-])Nc1nnc(-c2ccccc2)o1 | 1
O=C(Nc1cccnc1)c1ccc(S(=O)(=O)N2CCCCCC2)cc1 | 6
COc1ccc(OC)c(C(=O)CCCCC(=O)c2cc(OC)ccc2OC)c1 | 3
O=C(Cc1ccc([N+](=O)[O-])cc1)N1N=C(C2CC2)CC1(O)C(F)(F)F (stereo unspecified) | 1
CN(Cc1cnc2nc(N)nc(N)c2n1)c1ccc(C(=O)NC(CCC(=O)O)C(=O)O)cc1 (stereo unspecified) | -4
Clc1ccc(-c2ncc3ccccn23)cc1 | -23
Cc1ccc(-c2ccc(C3[C@H]4CNC[C@@H]3N4Cc3ccc(F)cc3)cc2)cc1 (stereo partly specified) | -5[25 µM]
COC(=O)c1c(NC(=O)c2ccccc2)sc(Cc2ccccc2)c1C | 4
Cc1ccc(CN(C)C[C@@H]2OCc3cn(nn3)CCCC(=O)N([C@H](C)CO)C[C@H]2C)cc1 | -7
COCCCNc1nnc(Cc2ccccc2)c2ccccc12 | -4
CC(NC(=O)c1cc(-c2ccccc2)nc2ccccc12)C1CCCO1 (stereo unspecified) | -2
COc1ccc(CNC(=O)COC(=O)CNC(=O)c2sc3ccccc3c2Cl)cc1OC | 3
CC(=O)NC(Cc1ccc(C(C)C)cc1)C(=O)NC1CCN(C(=O)c2cccc(C)c2)CC1 (stereo unspecified) | 6
Cc1cc(NC(=O)CN(C)S(=O)(=O)c2cccc(Cl)c2)no1 | 3
CN1CCN(c2ccc(C(=O)NC3CCCCC3)cc2[N+](=O)[O-])CC1 | -13
Cc1ccc(NC(=O)Nc2ccc3c(c2)C(=O)N(C)[C@H]2CC[C@H](CC(=O)NCC(F)(F)F)O[C@H]2CO3)cc1 | -5[25 µM]
CC(OC(=O)c1cccc(S(=O)(=O)N2CCOCC2)c1)C(=O)NCC1CCCCC1 (stereo unspecified) | 1
N#Cc1c2ncn(CC(=O)c3ccc(Br)cc3)c(=O)c2c2n1CCC2 | 0
COc1ccc2c3c([nH]c2c1)[C@@H](CO)N(C(=O)c1cccc(F)c1)CC31CN(C(=O)CC2CC2)C1 | -1[25 µM]
CCCn1c(SCC(=O)NC2CCCc3ccccc32)n[nH]c1=O (stereo unspecified) | -1

The list goes on, starting with the last 5 of the part before.
canonical_smiles | BL2 CD40 inh
Cc1ccc(NC(=O)Nc2ccc3c(c2)C(=O)N(C)[C@H]2CC[C@H](CC(=O)NCC(F)(F)F)O[C@H]2CO3)cc1 | -5[25 µM]
CC(OC(=O)c1cccc(S(=O)(=O)N2CCOCC2)c1)C(=O)NCC1CCCCC1 (stereo unspecified) | 1
N#Cc1c2ncn(CC(=O)c3ccc(Br)cc3)c(=O)c2c2n1CCC2 | 0
COc1ccc2c3c([nH]c2c1)[C@@H](CO)N(C(=O)c1cccc(F)c1)CC31CN(C(=O)CC2CC2)C1 | -1[25 µM]
CCCn1c(SCC(=O)NC2CCCc3ccccc32)n[nH]c1=O (stereo unspecified) | -1
COc1ccc(Cl)cc1S(=O)(=O)NC(C)C(=O)NCCCn1ccnc1 (stereo unspecified) | 3
O=C(C1CCOCC1)N1CC2(C1)[C@H](c1ccccc1)[C@@H](CO)N2Cc1ccccc1F | 1[25 µM]
CO[C@H]1CN(C)C(=O)c2cc(NC(=O)c3nc4ccccc4s3)ccc2OC[C@@H](C)NC[C@H]1C | -13[25 µM]
COc1ccc(/C=N/NC(=O)c2ccc(CSc3nncn3C)cc2)cc1OC | 18
CN(C(=O)CC1C(=O)NCCN1C/C=C/c1ccccc1)C1CCOCC1 (stereo unspecified) | 13
Cc1c(C)n(CCC(=O)O)c2ccccc12 | 5
COCCSc1ccccc1C(=O)NCc1cccnc1 | 11
O=C(CCc1nc2ccccc2[nH]1)NCc1ccc2c(c1)OCO2 | -2
Cc1cc(C)nc(N2C(=O)CC(Cc3ccc(Cl)cc3)C2=O)n1 (stereo unspecified) | 2
COc1ccccc1N1CCN(C2CCN(C(=O)COc3ccccc3)CC2)CC1 | 10
O=S(=O)(NCc1ccco1)c1ccc(Cl)s1 | 1
C[C@H](CO)N1C[C@H](C)[C@@H](CN(C)Cc2ccc(Oc3ccccc3)cc2)Oc2ccc(N(C)C)cc2CC1=O | 23
Cc1ccc(S(=O)(=O)NNC(=O)C2CCN(Cc3ccccc3)CC2)cc1 | 21
COCCCn1nnnc1SCC(=O)Nc1ccc2c(c1)OCCO2 | -3
Cc1ccc(-c2cc(-c3n[nH]c(=S)n3C)c3ccccc3n2)cc1 | -25
CC(=O)c1oc2ccccc2c1NC(=O)CN1CCCCC1 | -1
O=C(Nc1nsc(-c2ccccc2)n1)c1ccncc1 | -54
c1ccc(-n2ncc3c(N4CCC5(CC4)OCCO5)ncnc32)cc1 | -89
COc1ccc(NC(=O)c2cc(C)nn2-c2ccccc2)cc1 | -34
O=C(CN1C(=O)c2ccccc2S1(=O)=O)Nc1cccnc1 | 3
COc1ccc2c3c([nH]c2c1)[C@H](CO)N(Cc1ccc2c(c1)OCO2)CC31CCN(C(=O)Nc2c(C)noc2C)CC1 | 0[25 µM]
Cc1nn(Cc2ccccc2)c(Cl)c1/C=N/NC(=O)c1cccnc1 | -19
Cc1ccc(S(=O)(=O)N[C@H]2CC[C@@H](CCNC(=O)C3CCCC3)O[C@H]2CO)cc1 | 11
CN(C)C(=O)Cn1c(=O)n(C)c2ccccc21 | 7
O=C(O)c1c2c(nc3ccccc13)CCCCC2 | 13
C[C@@H]1CN([C@H](C)CO)S(=O)(=O)c2ccc(C#Cc3ccncc3)cc2O[C@@H]1CN(C)C(=O)c1ccncc1 | 4[25 µM]
Cc1csc(=O)n1CCC(=O)OCC(=O)c1ccc(Br)cc1 | -17
Oc1ccccc1C=NNC(=S)Nc1ccc(F)cc1 | -68
O=C(COc1ccccc1)NCc1nnc2c3ccccc3c(-c3ccccc3)nn12 | 17
O=C(COc1ccc2ccccc2c1)N1CCN(c2ccccc2O)CC1 | 1
CCCNC(=O)C1(C)CCN(Cc2cc(C(F)(F)F)ccc2Cl)C1 (stereo unspecified) | 4
O=C(NC[C@@H]1[C@H](c2ccccc2)[C@H](CO)N1Cc1ccccn1)C1CCCC1 | -3[25 µM]
CCOC(=O)c1sc2ccc(S(=O)(=O)N3CC(C)CC(C)C3)cc2c1N (stereo unspecified) | -2
CC[n+]1ccc2cc(OC)c(OC)cc2c1Cc1ccc(OC)c(OC)c1 | 13
CC(C)Nc1ncnc2c1ncn2[C@H]1CN(Cc2ccc(F)cc2)C[C@@H](CO)O1 | -1
COC(=O)CCC(=O)c1oc2ccc(OC)cc2c1N | -11
COc1ccc(-c2ccc3n(c2=O)C[C@@H]2[C@@H](CO)[C@H](C(=O)N(C)C)[C@H]3N2C(=O)c2cnccn2)cc1 | -10[25 µM]
CN(C)c1nnnn1Cc1ccccc1 | 17
O=C(Nc1ccc(S(=O)(=O)Nc2ncccn2)cc1)c1ccc(Br)cc1 | 2
O=C(C[C@@H]1CC[C@H](NS(=O)(=O)c2ccc(F)cc2)[C@H](CO)O1)N1CCN(c2ccccc2)CC1 | -5[25 µM]
COc1ccc(-c2ccc([C@@H]3[C@@H](C#N)N(C(=O)NC(C)C)[C@H]3CO)cc2)cc1 | 0[25 µM]
CCCCn1cnc2c(SCc3ccc([N+](=O)[O-])cc3)nc(N)nc21 | -29
C=CCSc1nnc(NC(=O)CSCc2c(C)noc2C)s1 | 8
O=C(COC(=O)COc1ccc(Cl)cc1)NCc1ccc2c(c1)OCO2 | -3
CCOc1ccc(Cc2noc3c2C(=O)CCC3)cc1OCC | 10
O=C(CCn1c(=O)oc2ccccc21)NCCCN1CCCC1=O | 5
Nc1cc2c(cc1Br)-c1c(C(=O)O)cccc1C2O (stereo unspecified) | 5
COc1ccc(-c2ccc3c(c2)[C@@H]2[C@@H](CCN2C(=O)NC2CCCC2)[C@H](CO)N3C)cc1 | 19
Cn1c(=O)c2c(nc(SCc3cccnc3)n2Cc2ccc(F)cc2)n(C)c1=O | 23
CCn1nc(C)c(Br)c1-c1nc(CS(=O)(=O)c2ccc(F)cc2)no1 | -11
O=C(CSc1nc2ccccc2o1)NC1CCCC1 | 5
CC(C)Cn1c(CN2CCN(C)C(CCO)C2)nc2ccccc21 (stereo unspecified) | 5
CCN1CCCC1CNC(=O)CCc1nnc(CCC2CCCCC2)o1 (stereo unspecified) | 3
CC1(Cc2ccccc2C#N)C(=O)Nc2ccc(-c3ccccc3)cc21 (stereo unspecified) | 5
CCCN1[C@H](CO)[C@H](c2ccc(C3=CCCC3)cc2)[C@H]1CN(C(C)=O)C1CCCC1 | -2[25 µM]
O=C(Nc1ccc(S(=O)(=O)NCC2CCCO2)cc1)c1ccccc1 (stereo unspecified) | 9
O=C(OCC(=O)N1CCc2ccccc21)c1c2c(nc3ccccc13)CCCCC2 | -55
COc1ccc(CCN2CC(C(=O)N(C)C3CCOCC3)CCC2=O)cc1 (stereo unspecified) | -5
O=C(NCCc1ccccc1)C1c2ccccc2C(=O)N1Cc1cccs1 (stereo unspecified) | 14
COc1ccccc1C(=O)Nc1ccc(S(=O)(=O)NC2=NCCCCC2)cc1 | 6
O=C(CCNS(=O)(=O)c1ccccc1C(F)(F)F)N1CCN(C(c2ccccc2)c2ccccc2)CC1 | 19
COCC(=O)Nc1ccc2c(c1)C(=O)N(C)C[C@H](OC)[C@H](C)CN(CCc1ccccc1)[C@@H](C)CO2 | -6[25 µM]

A draw from above in order of count of non-hydrogen atoms, highest first.
canonical_smiles | BL2 CD40 inh
Cc1ccc(CN(C)C[C@@H]2OCc3cn(nn3)CCCC(=O)N([C@H](C)CO)C[C@H]2C)cc1 | -7
CCCN1[C@H](CO)[C@H](c2ccc(C3=CCCC3)cc2)[C@H]1CN(C(C)=O)C1CCCC1 | -2[25 µM]
COCC(=O)N1[C@H](CO)[C@H](c2ccccc2-c2cccc(F)c2)[C@@H]1C#N | -17[25 µM]

An excerpt, so the mix of outcomes need not match the whole.
